# FLuc inh – inhibitors of firefly (Photinus pyralis) luciferase; purified P. pyralis luciferase, luminescence, biochemical; Potency, µM (series often up to 115 µM), without a hit: at the top dose activity change, negative = inhibition, actives largely listed as inhibitors; 76,000 compounds, 2.5% hits; P08659; note: potency is the fitted concentration of half-maximal effect; nearly all actives have a fitted effect of over 65% in size
# Target sequence (P08659 whole entry, looked up): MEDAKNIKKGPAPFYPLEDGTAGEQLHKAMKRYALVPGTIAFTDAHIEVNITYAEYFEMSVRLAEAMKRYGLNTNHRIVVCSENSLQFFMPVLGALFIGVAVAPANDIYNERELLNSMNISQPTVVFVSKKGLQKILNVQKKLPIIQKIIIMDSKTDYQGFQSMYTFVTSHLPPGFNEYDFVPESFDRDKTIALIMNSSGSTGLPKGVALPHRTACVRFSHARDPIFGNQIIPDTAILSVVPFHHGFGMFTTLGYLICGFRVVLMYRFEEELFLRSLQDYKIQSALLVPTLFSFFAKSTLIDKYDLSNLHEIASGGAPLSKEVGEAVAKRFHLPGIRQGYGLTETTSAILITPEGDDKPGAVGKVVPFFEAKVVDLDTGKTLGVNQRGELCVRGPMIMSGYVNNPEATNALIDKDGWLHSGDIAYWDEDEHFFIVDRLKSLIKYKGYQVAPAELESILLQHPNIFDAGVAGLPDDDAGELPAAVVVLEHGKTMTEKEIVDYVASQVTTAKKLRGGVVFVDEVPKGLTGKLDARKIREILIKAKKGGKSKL
#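 Purified P. pyralis luciferase (10nM final) in 50mM Tris acetate pH 7.5, 10mM Mg acetate, 0.01% Tween-20, 0.05% BSA with 10uM D-luciferin and 10uM ATP. Compounds titrated qHTS. Luminescence imaged on CCD.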
# HEK293 tox – kills HEK 293 cells. 94,000 compounds, 6.6% hits. Potency, µM (series often up to 115 µM), for the others: at the top dose activity change, negative = cytotoxicity, usual class: inhibitors. HEK 293 viability, ATP luminescence (CellTiter-Glo), 48-72 h; note: potency is the fitted concentration of half-maximal effect; nearly all actives have a fitted effect of over 60% in size
#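 HEK 293 cells seeded at 250 cells/well were exposed to compound for 48 or 72 hr at 37 degree Celsius. Viability taken as ATP content by CellTiter-Glo luminescence.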
# GPT2 inhibitor – inhibitors of human GPT2 alanine aminotransferase. Q8TD30. Recombinant GPT2, coupled pyruvate oxidase/HRP Amplex Red fluorescence. Potency, µM (highest dose often 57.7 µM), inactives show at the highest dose activity change, negative = inhibition, usual class: inhibitors. 100,000 compounds, 0.25% hits. AID 1671188; note: potency is the fitted concentration of half-maximal effect; nearly all actives have a fitted effect of over 60% in size; many of its hits are not listed in these tables
# Target sequence (Q8TD30 whole entry, looked up): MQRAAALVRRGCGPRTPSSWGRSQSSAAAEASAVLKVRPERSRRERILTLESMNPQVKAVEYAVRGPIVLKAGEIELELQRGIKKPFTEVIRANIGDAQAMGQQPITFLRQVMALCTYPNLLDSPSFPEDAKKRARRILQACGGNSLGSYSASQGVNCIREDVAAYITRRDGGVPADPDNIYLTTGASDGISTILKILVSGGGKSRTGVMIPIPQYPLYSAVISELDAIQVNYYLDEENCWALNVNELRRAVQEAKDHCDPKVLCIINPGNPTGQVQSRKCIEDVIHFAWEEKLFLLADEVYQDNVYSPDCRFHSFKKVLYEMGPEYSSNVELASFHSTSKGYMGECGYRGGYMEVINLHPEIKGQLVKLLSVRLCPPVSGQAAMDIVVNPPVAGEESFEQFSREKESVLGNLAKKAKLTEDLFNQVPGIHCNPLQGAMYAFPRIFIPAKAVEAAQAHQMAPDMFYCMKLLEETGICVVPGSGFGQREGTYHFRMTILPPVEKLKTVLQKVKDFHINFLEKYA
#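 Inhibition is scored from Amplex Red fluorescence generated when pyruvate oxidase and HRP act on pyruvate released by GPT2. Reactions contain 10ng/uL enzyme, 250uM a-KG and 2mM L-alanine and run 30 min at room temperature.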
# SNCA expr inh – reduces expression of the alpha-synuclein gene; HEK-293 SNCA-luciferase knock-in, luminescence, 24 h; Potency, µM (series often up to 57.2 µM), for the others: top-dose activity change, negative = inhibition, actives largely listed as inhibitors; 140,000 compounds, 0.17% hits;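 note: potency is the fitted concentration of half-maximal effect; plate controls were DMSO cells for no effect and cell-free wells for full effect; nearly all actives have a fitted effect of over 45% in size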
# HEK293 viab – counter-screen for SNCA expression inhibitors: cell viability. 150,000 compounds, 0.12% hits. HEK-293-SNCA-luc viability, GF-AFC fluorescence, 24 h. Potency, µM (series often up to 57.1 µM), for the others: at the highest dose activity change, negative = cytotoxicity, actives largely listed as cytotoxic. AID 1671193;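 note: potency is the fitted concentration of half-maximal effect; 0% = DMSO-treated cells and -100% = medium-only wells without cells; nearly all actives have a fitted effect of over 30% in size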
#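 HEK-293-SNCA-luc cells (1500/well) plated 24 h, then exposed 24 h to a dilution series; GF-AFC added 30 min at 37C, fluorescence 405/540 nm; normalised to medium-only and DMSO wells, Hill fit.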
# IP6K1 inh – IP6K1 kinase inhibition. activity change, % (series mostly up to about 58 µM). IP6K1 kinase, ADP-Glo luminescence, 2 h; stronger effect = lower value. 140,000 compounds, 0.81% hits; in the data active = activity change below about -25%
#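 ADP-Glo luminescence measures ADP made by human IP6K1 during a 2 h RT reaction with ATP/IP6 (mix at 1.3 mM/130 uM); top library doses 57.5 and 19.1 uM final.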
# NIH3T3 tox – NIH 3T3 cell cytotoxicity; NIH 3T3 viability, CellTiter-Glo ATP luminescence, 48-72 h; Potency, µM (series often up to 96.7 µM), for the others: at the top dose activity change, negative = cytotoxicity, most hits filed as inhibitors; 94,000 compounds, 4.3% hits; note: potency is the fitted concentration of half-maximal effect; nearly all actives have a fitted effect of over 55% in size
#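 ATP-dependent luminescence (CellTiter-Glo) served as the viability signal for NIH 3T3 cells treated with compound for 48 or 72 hr at 37 °C.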
# The depositor's hits bear a star; i = inactive; ? = inconclusive; · = no result given; & = joins results of further samples; [ ] = dose if it differs, or a comment. Unless noted, calls come from the whole dose curve; as a rule, active = well fitted curve in the direction sought with a large enough effect; inconclusive = small, poorly fitted or top-dose-only effect, or another doubt; inactive = no such curve, though single readings can be large; an effect the other way counts as inactive or inconclusive. Unless noted, % is set by controls: 0 for no effect and ±100 for the full control effect.
SMILES,FLuc inh,HEK293 tox,GPT2 inhibitor,SNCA expr inh,HEK293 viab,IP6K1 inh,NIH3T3 tox
CCN(CC)CCN1C(=O)CN=C(c2ccccc2F)c2cc(Cl)ccc21,·,·,-6%,21%[25.6 µM],7%[23.9 µM],3,·
O=C(c1ccncc1)N1CC2CCC(C1)N2Cc1ccc(Cl)cc1,·,?,2%,-11%,-2%,0,?
CCC(C(N)=O)N1CCCC1=O (stereo not drawn),·,·,i,6%[25.6 µM],37%[23.9 µM],-9,·
COc1cc2c(cc1OCc1ccccc1)NC(=O)C21CCN(CCC(C)C)CC1,-3%[172 µM],?,-4%[88.5 µM],10%[87.6 µM],-15%[87.6 µM],-7,89µM*
CC(C)(C)CN1CCC2(CN[S+](=O)([O-])c3cccnc3O2)C1 (stereo not drawn),·,2%,5%,-3%,-3%,10,i
CC(C)(C)c1cn(C[C@H]2CC3CCN2C[C@@H]3C(=O)Nc2nccs2)nn1 (stereo partly drawn),15%[172 µM],?,-1%[88.5 µM],-24%[87.6 µM],-12%[87.6 µM],17,-15%[174 µM]
C/C=C(\C)C(=O)O[C@H]1CC2C(=C1C)[C@H]1OC(=O)[C@](C)(O)[C@]1(O)[C@H](OC(=O)CCC)C[C@@]2(C)OC(C)=O (stereo partly drawn),·,·,0%[27.3 µM],·,?,9,·
COC1C(=O)N(CC2CC2)C12CCNCC2 (stereo not drawn),-5%,3%,-9%,15%,-10%,-7,0%
CCCC(C)(COC(N)=O)COC(=O)NC(C)C (stereo not drawn),·,·,0%&1%,13%,11%,8,·
Cc1ccc(OCC(=O)N2CCN(Cc3ccc(F)cc3)CC2)cc1,·,·,·,23%,1%,0,·
Cn1cc(-c2cnc3[nH]cc(CC(=O)N4CCN(Cc5ccccc5)CC4)c3c2)cn1,?,?,-4%[88.5 µM],-5%[87.6 µM],1%[87.6 µM],-4,40µM*
O=C1Nc2ccccc2CC12CCCN(Cc1cccnc1)C2 (stereo not drawn),·,-32%,-4%,-18%,2%,-14,-28%
O=C1OCC2(CCN(Cc3ccn[nH]3)C2)N1c1ccncc1 (stereo not drawn),7%[172 µM],-4%[172 µM],-10%[88.5 µM],-7%[87.6 µM],8%[87.6 µM],37,?
CCCSc1nc2ccccc2c(=O)n1-c1ccccc1OC,·,·,·,-18%,?,7,·
c1ccc([C@@H]2C[C@H]2NC2CCNCC2)cc1,·,·,i,·,6%,-15,·
O=C(NC1CCCCC1)[C@H]1CN2CCC1C[C@@H]2Cn1cc(CSc2ccccc2)nn1 (stereo partly drawn),-2%,-26%,2%,?,-21%,7,?
O=C(NC[C@H]1C[C@@H]2CCN1C[C@@H]2CN1CCCCC1)Nc1ccsc1,7%[172 µM],-19%[172 µM],i,6%[87.6 µM],-8%[87.6 µM],-9,-28%[174 µM]
O=C(O)[C@]12CN(Cc3ccncc3)C[C@H]1CN(C1CCOCC1)C2,5%,i,-17%,-20%,-5%,-11,i
COc1ccc(NC(=O)N2[C@H]3CC[C@@H]2c2cnc(-c4ccc(F)cc4)nc2C3)c(OC)c1,0%,-6%,?,18%,-1%,4,-28%
CC(=O)N1C[C@@H]2C[C@H](C1)c1ccc(NC(=O)Nc3cccc(C#N)c3)c(=O)n1C2,-23%[172 µM],-5%[172 µM],0%[88.5 µM],3%[87.6 µM],4%[87.6 µM],5,?
CC(C)(C)c1cc(C(C)(C)C)c2c(c1)C(O)(C(F)(F)F)C(=O)O2 (stereo not drawn),·,·,-4%,·,11%,24,·
Cc1cccc(-n2nc(C)c3c2NC(=O)CSC3c2ccccc2Cl)c1 (stereo not drawn),·,·,·,?,1%,-10,·
COc1cc2c(cc1Oc1ccccc1)NC(=O)C21CCN(C(=O)C2CCN(C)CC2)CC1,-3%,-22%,?,-9%,11%,-4,?
CC(C)CN1C[C@@H]2OCC(=O)N(CC(N)=O)[C@@H]2C1,-1%[230 µM],0%[230 µM],-23%[88.5 µM],18%[87.6 µM],-3%[87.6 µM],6,i
CC(C)c1c(CN(C)C(C)Cc2ccccc2)n(C)n(-c2ccccc2)c1=O (stereo not drawn),·,·,i,1%[25.6 µM],-2%[23.9 µM],6,·
# Carrying on:
SMILES,FLuc inh,HEK293 tox,GPT2 inhibitor,SNCA expr inh,HEK293 viab,IP6K1 inh,NIH3T3 tox
Cc1ccc2c(c1)C1CN(C)CCC1N2 (stereo not drawn),·,·,-15%[27.3 µM],23%[17 µM],7%[12.5 µM],25,·
O=C(Cc1ccccc1Cl)N1CCN(C2CCN(CCc3ccccc3)C2=O)CC1 (stereo not drawn),-1%,?,i,-28%,-16%,14,-11%
COc1ccc([C@H]2C[C@@H](O)[C@@H](O)[C@@H]2NCC(C)C)cc1,-4%[230 µM],-13%[230 µM],-13%[88.5 µM],-8%[87.6 µM],9%[87.6 µM],7,0%[230 µM]
Cc1[nH]cnc1-c1nccn1CCc1c[nH]c(=O)[nH]c1=O,-5%,0%,-5%,-27%,-11%,0,-10%
COc1cc2c(cc1OCc1ccncc1)NC(=O)C21CCN(c2nc(C)cc(C)n2)CC1,5%,?,i,-6%,0%,-14,?
Cc1ccc(NC(=O)N2[C@H]3CC[C@@H]2c2cncnc2C3)cc1F,3%,i,i,20%,1%,5,-7%
CCCN1CCO[C@@H]2c3cc(O)ccc3OC[C@H]21,·,·,?,-1%&-3%,-1%&2%,·,·
O=c1c(C2CC(c3ccc(-c4ccc(Br)cc4)cc3)Cc3ccccc32)c(O)sc2ccccc12 (stereo not drawn),·,·,i,-4%[25.6 µM],-15%[23.9 µM],-1,·
CS(=O)(=O)NC[C@H]1C[C@@H]2CCN1C[C@@H]2CN1C[C@@H]2C[C@H](C1)c1cccc(=O)n1C2,-3%[172 µM],-22%[172 µM],0%[88.5 µM],18%[87.6 µM],3%[87.6 µM],-2,i
Cc1nc(-c2cccs2)cc([C@H]2CN3CC[C@H]2C[C@@H]3CNC(=O)c2ccc(C(F)(F)F)cc2)n1,-1%,?,2%,-31%,-7%,5,?
CCOC(=O)[C@H]1CN(C(=O)C2CCCC2)[C@]2(C)C(=O)N(CC3CC3)c3ccccc3[C@H]12,·,?,?,-7%[25.6 µM],-6%[23.9 µM],6,?
COc1cc2c(cc1Oc1ccccc1)NC(=O)C21CCN(C(=O)c2scnc2C)CC1,-4%,45µM*,?,14%,-8%,-7,?
CCOc1ccc(CN(CCc2ccc3c(c2)OCO3)Cc2ccc(OC)c(Br)c2)cc1,·,·,·,-1%,4%,-15,·
Cn1cc(CN2CCN(C(=O)COc3ccccc3)CC2)ccc1=O,-15%,-10%,4%,31%[activator],1%,3,1%
CC(C)NP(=O)(NC(C)C)OP(=O)(NC(C)C)NC(C)C,·,·,0%,6%,6%,·,·
C[C@@]1(C(=O)O)CC[C@]2(C)CC[C@]3(C)C4=CC(=O)c5cc(O)c(O)cc5[C@]4(C)CC[C@@]3(C)[C@@H]2C1,·,·,3%[27.3 µM],·,3%[23.9 µM],-11,·
COCC1CN(C)CC12CCN(C(=O)c1cncc(C)c1)CC2 (stereo not drawn),-16%,?,i,-12%,-11%,-10,-17%
O=C1C=CC[C@@H]2[C@H]3CCCN4CCC[C@@H](CN12)[C@@H]34,·,·,-2%&1%,-88%,-8%&0%,8,·
O=C(NC[C@H]1C[C@@H]2CCN1C[C@@H]2CN1CCN(c2ccc(F)cc2)CC1)c1ccco1,1%[172 µM],-5%[172 µM],i,-1%[87.6 µM],3%[87.6 µM],-17,-26%[174 µM]
Cc1ncc2c(n1)C[C@@H]1CC[C@H]2N1C(=O)c1ccsc1,-4%,i,i,45%[activator],11%,-2,1%
CCOC(=O)[C@H]1CN(C(=O)c2cc3ccccc3oc2=O)[C@]2(C)C(=O)N(CCO)c3ccccc3[C@H]12,·,?,i,-7%[25.6 µM],-14%[23.9 µM],1,-20%[46.1 µM]
CCc1cnc(N2CCC3(CC2)C(=O)Nc2cc(OCC4CC4)c(OC)cc23)nc1,-1%[172 µM],112µM*,4%[88.5 µM],-13%[87.6 µM],-2%[87.6 µM],-15,100µM*
CC1=NOC2(CCN(Cc3cccnc3)C2)C1 (stereo not drawn),-3%[172 µM],1%[172 µM],i,-3%[87.6 µM],-2%[87.6 µM],14,-13%[138 µM]
O=[S+]1([O-])NCC2(CCN(CC3CCOCC3)C2)Oc2ncccc21 (stereo not drawn),·,-18%,1%,-20%,-2%,9,-10%
C#C[C@H]1CN2CC[C@H]1C[C@@H]2CNS(=O)(=O)c1ccc2ccccc2c1,16%[172 µM],?,3%[88.5 µM],?,2%[87.6 µM],17,?
# Following part.
SMILES,FLuc inh,HEK293 tox,GPT2 inhibitor,SNCA expr inh,HEK293 viab,IP6K1 inh,NIH3T3 tox
CC1CCCC(O)CCC/C=C/c2cc(O)cc(O)c2C(=O)O1 (stereo not drawn),·,·,-16%[27.3 µM],·,-12%,-6,·
CCN1C[C@]2(OC(=O)c3ccccc3NC(C)=O)CC[C@H](OC)[C@@]34[C@@H]2C[C@@H]([C@@H]13)[C@@]1(O)C[C@H](OC)[C@H]2C[C@@H]4[C@]1(O)[C@H]2OC,·,·,?,·,-2%,4,·
CNCc1cn(C[C@H]2CC3CCN2C[C@@H]3C(=O)NC2CC2)nn1 (stereo partly drawn),4%[172 µM],3%[172 µM],4%[88.5 µM],4%[87.6 µM],-11%[87.6 µM],14,-5%[174 µM]
O=C(O)Cc1ccccc1,·,·,i,-7%[25.6 µM],45%[23.9 µM],-2,·
CC(C)c1ccc(OCC(=O)N2CCN(CCc3ccccn3)CC2)cc1,·,·,·,31%[activator],4%,-19,·
COc1ccccc1CNC(=O)[C@H]1CN2CC[C@H]1C[C@@H]2Cn1cc(CCO)nn1,-4%[172 µM],-6%[172 µM],4%[88.5 µM],0%[87.6 µM],-4%[87.6 µM],18,-5%[174 µM]
Nc1ccc(Cl)cc1N,·,·,?,133%[activator],8%,31,·

# A different layout for some results above.
CCN1C[C@]2(OC(=O)c3ccccc3NC(C)=O)CC[C@H](OC)[C@@]34[C@@H]2C[C@@H]([C@@H]13)[C@@]1(O)C[C@H](OC)[C@H]2C[C@@H]4[C@]1(O)[C@H]2OC
  FLuc inh: ·
  HEK293 tox: ·
  GPT2 inhibitor: ?
  SNCA expr inh: ·
  HEK293 viab: -2%
  IP6K1 inh: 4
  NIH3T3 tox: ·

CNCc1cn(C[C@H]2CC3CCN2C[C@@H]3C(=O)NC2CC2)nn1 (stereo partly drawn)
  FLuc inh: 4%[172 µM]
  HEK293 tox: 3%[172 µM]
  GPT2 inhibitor: 4%[88.5 µM]
  SNCA expr inh: 4%[87.6 µM]
  HEK293 viab: -11%[87.6 µM]
  IP6K1 inh: 14
  NIH3T3 tox: -5%[174 µM]

O=C(O)Cc1ccccc1
  FLuc inh: ·
  HEK293 tox: ·
  GPT2 inhibitor: i
  SNCA expr inh: -7%[25.6 µM]
  HEK293 viab: 45%[23.9 µM]
  IP6K1 inh: -2
  NIH3T3 tox: ·

CC(C)c1ccc(OCC(=O)N2CCN(CCc3ccccn3)CC2)cc1
  FLuc inh: ·
  HEK293 tox: ·
  GPT2 inhibitor: ·
  SNCA expr inh: 31%[activator]
  HEK293 viab: 4%
  IP6K1 inh: -19
  NIH3T3 tox: ·

# Assay outcomes (PubChem BioAssay)

# Only part of the results is shown (hit frequency here may not be typical).
